SR-BI HDL uptake: inhibitors of SR-BI mediated HDL lipid uptake, primary screen, ldlA[mSR-BI] cells, fluorescence, single point. ldlA[mSR-BI] CHO cells, DiI-HDL uptake fluorescence, 3 h. inhibition, % at 12.5 µM. actives 0.96% (n = 320,000);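 active = mean replicate inhibition of at least 70% and a set share of replicates each scoring 70 or more; inconclusive = meets just one of the two criteria; inactive = fails both criteria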;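 note: 0% = median of neutral control wells and 100% = median of positive control wells; values of inactives mirror those of a sister screen read the other way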
Target sequence (Q61009 whole entry, looked up): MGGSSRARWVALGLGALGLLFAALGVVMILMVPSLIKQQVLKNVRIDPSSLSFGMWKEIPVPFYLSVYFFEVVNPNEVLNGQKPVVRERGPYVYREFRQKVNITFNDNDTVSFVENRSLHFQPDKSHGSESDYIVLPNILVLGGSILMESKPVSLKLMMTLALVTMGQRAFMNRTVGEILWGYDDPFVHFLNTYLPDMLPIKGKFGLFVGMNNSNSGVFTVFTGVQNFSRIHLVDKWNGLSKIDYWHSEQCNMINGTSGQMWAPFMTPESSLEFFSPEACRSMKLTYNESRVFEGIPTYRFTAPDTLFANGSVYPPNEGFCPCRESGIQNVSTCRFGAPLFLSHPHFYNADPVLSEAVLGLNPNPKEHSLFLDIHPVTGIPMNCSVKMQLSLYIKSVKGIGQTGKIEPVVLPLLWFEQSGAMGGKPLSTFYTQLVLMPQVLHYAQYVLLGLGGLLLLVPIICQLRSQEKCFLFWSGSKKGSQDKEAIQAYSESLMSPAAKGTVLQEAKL
SR-BI uptake up: activators of SR-BI mediated DiI-HDL uptake, primary screen, ldlA[mSR-BI] CHO cells, DiI fluorescence; actives 0.096% (n = 320,000); activation, % at 12.5 µM; 3 h; 100 = double the neutral-control signal; AID 504775, 2011;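 active = mean replicate activation of at least 60% and every replicate at or above 60%; inconclusive = mean or all-replicate condition met, but not both; inactive = mean below 60% and not all replicates reaching 60%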;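 note: 0% = median plate neutral-control signal and 100% = twice that signal; values of inactives mirror those of a sister screen read the other way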
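material = CHO ldlA[mSR-BI] cells | medium = Ham's F12 with 0.5% BSA, HEPES 25 mM, pH 7.4 | reagent = fluorescent DiI-HDL, 10 µg/mL final | compound dosing = single-point compound dose | incubation = 3 h, 37 °C | measured by = bottom-read fluorescence, 550/595 nm | measure = HDL uptake via cellular fluorescence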
phage Ecoli inh: growth loss of phage-infected E. coli, primary screen, RecBCD inhibitor project, absorbance, with phage, HTS; inhibition, % at 11.9 µM; actives 0.26% (n = 360,000); AID 651602, 2012; in the data active = inhibition above about 11%
AddAB inh: growth inhibition of E. coli expressing H. pylori AddAB, primary screen, AddAB inhibitor project, absorbance; actives 0.29% (n = 330,000); inhibition, % at 11.9 µM; in the data active = inhibition above about 12%;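 note: 0% = vehicle wells of infected cells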
MITF act: activators of MITF-driven TRPM1 promoter reporter, primary screen, cell-based, SK-MEL-5, luciferase, single point; SK-MEL-5 TRPM1-promoter luciferase, 24 h; % of positive control, neutral wells = 0; activation, % at 12.5 µM; actives 0.75% (n = 300,000); AID 588334, 2011;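 active = mean activation of at least 80% with every replicate also reaching 80%; inconclusive = mean reaches 80% but some replicate falls short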;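 note: 0% = neutral control wells and 100% = parthenolide positive control wells; values of inactives mirror those of a sister screen read the other way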
E coli growth: E. coli V3065 growth inhibition, primary screen, counter-screen for AddAB inhibitor project, absorbance, OD600 | actives 0.27% (n = 330,000) | 18 h | inhibition, % at 11.9 µM | AID 449728, 2010;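 active = inhibition above the campaign's mean inhibition across all tested compounds plus 3 SD, cut at about 9.9% in these data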;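 note: uninfected addAB+ strain grown without phage in ampicillin broth; 0% = DMSO wells and 100% = ciprofloxacin 0.95 µg/ml wells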
Tat export inh: E. coli Tat export inhibitors, primary screen, MC4100, TorA-mCherry reporter, fluorescence, single point. inhibition, % at 10 µM. actives 0.036% (n = 340,000);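 active = mean replicate inhibition at least 50% and at least half of replicates individually reaching 50%; inconclusive = only one of the two criteria met; inactive = neither criterion met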;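 note: exported cargo escapes ClpAP degradation while cytoplasmic cargo is degraded and loses fluorescence; 0% = median of neutral control wells and 100% = median of NaSCN control wells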
Wnt bcat act: Wnt/beta-catenin pathway activators, primary screen, cell-based, plate reader, single point; Wnt/beta-catenin reporter cell assay, activator; activation, % at 9.35 µM; actives 1.2% (n = 300,000); AID 743398, 2014; in the data active = activation above about 30%, passing the limit was not always enough; inconclusive = no clear call, values can overlap the other calls;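 note: 0% = neutral control wells and 100% = positive control wells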
CAL PDZ FP-1: CAL PDZ peptide-binding inhibitors, primary screen, biochemical, fluorescence polarization, Cer-tagged CAL PDZ, HTS; Golgi-associated PDZ and coiled-coil motif-containing protein (Homo sapiens), Q9HD26; purified CAL PDZ, TMR-peptide fluorescence polarization, 1 h; inhibition, % at 20 µM; actives 0.02% (n = 330,000); AID 504414, 2011;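 active = highest replicate inhibition of at least 40%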;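 note: plate controls were DMSO neutral control wells for no effect and unlabeled competitor peptide control wells for full effect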
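Test system: tagged CAL PDZ domain / Buffer or medium: sodium phosphate/NaCl buffer pH 7.4 with TCEP, IgG, Thesit / Reagent: TMR-labelled reporter peptide T*-PRC34 bound in PDZ groove / Compound dosing: single point, 20 µM / Schedule: 1 h incubation at room temperature before polarization reading / Technique: fluorescence polarization (mP) / Benchmarks: unlabelled peptide, DMSO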
CAL PDZ FP-2: untagged CAL PDZ binding inhibitors, primary screen, biochemical, fluorescence polarization, HTS; Golgi-associated PDZ and coiled-coil motif-containing protein (Homo sapiens), Q9HD26; purified CAL PDZ, TMR-peptide fluorescence polarization, 1 h; inhibition, % at 24.9 µM; actives 0.92% (n = 300,000); AID 602252, 2012;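 active = mean inhibition of at least 30% with at least half of replicates also reaching 30%; inconclusive = no clear call, values can overlap the other calls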;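 note: 0% = DMSO neutral control and 100% = excess unlabeled competitor peptide PRC23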
Active calls of the source: *; ? = inconclusive; nt = not tested or not shown; & = joins results of further samples. These rows are one share of the data; the hit share may differ from the screen's.

SMILES	SR-BI HDL uptake	SR-BI uptake up	phage Ecoli inh	AddAB inh	MITF act	E coli growth	Tat export inh	Wnt bcat act	CAL PDZ FP-1	CAL PDZ FP-2
C/C=C(/C)C(=O)OC(C)(C)[C@@H]1Cc2c(ccc3ccc(=O)oc23)O1	6	-6	1.9	2.1	-3	3.2	-1	3	1.2	-1
O=C(O)CCC(=O)c1ccc(-c2ccccc2)cc1	-12	21	4.5	-0.4	21	-0.2	-9	-2	-0.4	1
COc1cc(-c2oc3cc(O)cc(O)c3c(=O)c2O[C@@H]2O[C@H](COC3O[C@@H](C)[C@H](O)[C@@H](O)[C@H]3O)[C@@H](O)[C@H](O)[C@H]2O)ccc1O (stereo not given in full)	-16	16	1.0	-0.8	7	-3.1	6	-2	-1.2	-3
CC1(C)O[C@H]2CC(=O)OC[C@@]23C1CC(=O)[C@]1(C)C3CC[C@@]2(C)[C@H](c3ccoc3)OC(=O)[C@H]3O[C@]321 (stereo not given in full)	-11	11	4.8	1.5	4	-2.0	0	-1	-0.6	3
CNCCCN1c2ccccc2CCc2ccccc21	4&-3	-4&3	4.4	-1.1	3	-1.8	0&-2	-3	0.0	1
C[N+]1(C)CCC(=C(c2ccccc2)c2ccccc2)CC1	-9	9	3.3	-4.8	8	-4.4	?	-6	-0.9	-5
CCC(NC(C)C)C(O)c1ccc(O)c2[nH]c(=O)ccc12 (stereo not given)	-5	5	nt	1.9	6	-3.3	-1	nt	0.7	-2
CCCCNc1ccc(C(=O)OCCN(C)C)cc1	-7	59	5.0	-2.4	13	0.6	-7	-5	0.4	-4
Cc1cccc2c1NC(=O)C2(c1ccc(O)cc1)c1ccc(O)cc1	-32	32	2.0	-4.4	-18	-1.5	12	nt	-2.1	-2
O=c1oc2c(O)c(O)cc3c(=O)oc4c(O)c(O)cc1c4c23	-5	5	nt	9.7	-1	4.4	6	nt	-1.2	-2

Part of the list above, as comma-separated lines.
SMILES,SR-BI HDL uptake,SR-BI uptake up,phage Ecoli inh,AddAB inh,MITF act,E coli growth,Tat export inh,Wnt bcat act,CAL PDZ FP-1,CAL PDZ FP-2
O=C(O)CCC(=O)c1ccc(-c2ccccc2)cc1,-12,21,4.5,-0.4,21,-0.2,-9,-2,-0.4,1
C/C=C(/C)C(=O)OC(C)(C)[C@@H]1Cc2c(ccc3ccc(=O)oc23)O1,6,-6,1.9,2.1,-3,3.2,-1,3,1.2,-1
COc1cc(-c2oc3cc(O)cc(O)c3c(=O)c2O[C@@H]2O[C@H](COC3O[C@@H](C)[C@H](O)[C@@H](O)[C@H]3O)[C@@H](O)[C@H](O)[C@H]2O)ccc1O (stereo not given in full),-16,16,1.0,-0.8,7,-3.1,6,-2,-1.2,-3

Returning to the listing, repeating the 6 entries before the break.
SMILES	SR-BI HDL uptake	SR-BI uptake up	phage Ecoli inh	AddAB inh	MITF act	E coli growth	Tat export inh	Wnt bcat act	CAL PDZ FP-1	CAL PDZ FP-2
CNCCCN1c2ccccc2CCc2ccccc21	4&-3	-4&3	4.4	-1.1	3	-1.8	0&-2	-3	0.0	1
C[N+]1(C)CCC(=C(c2ccccc2)c2ccccc2)CC1	-9	9	3.3	-4.8	8	-4.4	?	-6	-0.9	-5
CCC(NC(C)C)C(O)c1ccc(O)c2[nH]c(=O)ccc12 (stereo not given)	-5	5	nt	1.9	6	-3.3	-1	nt	0.7	-2
CCCCNc1ccc(C(=O)OCCN(C)C)cc1	-7	59	5.0	-2.4	13	0.6	-7	-5	0.4	-4
Cc1cccc2c1NC(=O)C2(c1ccc(O)cc1)c1ccc(O)cc1	-32	32	2.0	-4.4	-18	-1.5	12	nt	-2.1	-2
O=c1oc2c(O)c(O)cc3c(=O)oc4c(O)c(O)cc1c4c23	-5	5	nt	9.7	-1	4.4	6	nt	-1.2	-2
CCCCNc1ccc(C(=O)OCCOCCOCCOCCOCCOCCOCCOCCOCCOC)cc1	5	-5	3.2	-0.3	-3	1.6	14	1	0.5	-3
CC(=O)Nc1ccc(CC(=O)O)cc1	-11	11	1.5	-1.9	-2	0.3	9	-1	-1.3	-6
Cc1ccc(N(CC2=NCCN2)c2cccc(O)c2)cc1	-4&2&1	17&13&2	2.7&5.0&3.2	-0.4&-2.3&2.1	-4&1&-7	-3.3&-3.1&2.1	-3&-1&-6	7&3&-3&-2	0.0&-1.1&0.5	-3&-5&-5
C1COC(NC(C2CC2)C2CC2)=N1	8	12	2.9	-1.9	0	0.1	11	-4	-0.9	-2
Oc1ccc2c(c1)OCC1(O)Cc3cc(O)c(O)cc3C21 (stereo not given)	-9	9	1.0	nt	-7	nt	-18	-2	0.9	4
CCOC(=O)[C@H](CCc1ccccc1)N[C@@H](C)C(=O)N1Cc2ccccc2C[C@H]1C(=O)O	2	-2	1.0	-1.3	-2	0.4	9	-2	0.1	-11
N[C@@H](Cc1c[nH]c2ccc(O)cc12)C(=O)O	4	-4	0.4	-2.9	-14	-1.1	-15	2	0.3	-1
CC(C)=CCOc1c2ccoc2cc2oc(=O)ccc12	31	-31	2.1	0.8	nt	-2.2	-6	-1	-0.6	0
NC1CCN(c2nc3c(cc2F)c(=O)c(C(=O)O)cn3-c2ccc(F)cc2F)C1 (stereo not given)	-1	1	101*	101*	-2	102*	72*	-3	0.6	-4
CN1CCCN=C1COC(=O)C(O)(c1ccccc1)C1CCCCC1 (stereo not given)	-6	10	3.2	-1.9	13	-0.5	-1	-7	-0.9	-2
C/C=C/C(=O)N(CC)c1ccccc1C	-5	5	3.6	-0.7	-3	0.7	-4	-5	-0.5	-2
CN(C)CCCC1(c2ccc(F)cc2)OCc2cc(C#N)ccc21 (stereo not given)	-1	1	3.3	-3.5	-5	-1.3	-5	0	-0.4	-6
CC(=O)CCCCn1c(=O)c2c(ncn2C)n(C)c1=O	-11&-9	11&9	2.9	-5.6	-6	-1.5	0&-11	-2	-0.5	-1
CCCCCC(=O)O[C@]1(C(C)=O)CC[C@H]2[C@@H]3CCC4=CC(=O)CC[C@]4(C)[C@H]3CC[C@@]21C	61	-45	3.5	-1.6	-1	-0.4	17	-1&-9	-0.4	-2
C=CC[n+]1ccc(/C=C2\C=Cc3cc(C)ccc3N2CC)c2ccccc21	92*	-92	nt	nt	-82	nt	-173	nt	2.5	-2
COc1ccc(C2CNC(=O)C2)cc1OC1CCCC1 (stereo not given)	-1	21	3.5	1.8	14	1.0	-8	-3	0.2	2
COc1cc([C@@H]2Oc3cc(C4Oc5cc(O)cc(O)c5C(=O)[C@H]4O)ccc3O[C@H]2CO)ccc1O (stereo not given in full)	-11	11	nt	-0.9	-12	-0.3	6	nt	-0.3	-8
CC12CCC(=O)C=C1CCC1C2CCC2(C)C1CCC2(O)C(=O)CO (stereo not given)	-9	9	5.0	1.9	-2	0.1	-5	3	-1.1	-4
Cc1c(C(=O)O)c(O)cc2c1C(=O)c1c(O)c([C@@H]3O[C@H](CO)[C@@H](O)[C@H](O)[C@H]3O)c(O)c(O)c1C2=O	-5	5	6.8	3.6	-17	2.4	4	-5	-0.5	-3
CC1Cc2ccccc2N1NC(=O)c1ccc(Cl)c(S(N)(=O)=O)c1 (stereo not given)	7	19	2.5	0.6	0	-1.7	-4	1	0.6	-8
CN(C)CCC[C@]1(c2ccc(F)cc2)OCc2cc(C#N)ccc21	3	-3	2.9	-5.4	-1	-4.1	-9	1	-0.7	-1
COc1ccccc1N1CCN(CCCN=C2CC(=O)N(C)C(=O)N2C)CC1	1	-1	3.3	2.4	12	1.2	-9	-4	-0.3	-7
O=C(O)c1cccnc1Nc1cccc(C(F)(F)F)c1	6	21	2.4	-1.3	8	-1.3	9	-3	1.0	-2
COc1ccc(-c2cc(=O)c3c(O)cc(OC4OC(COC5OC(C)C(O)C(O)C5O)C(O)C(O)C4O)cc3o2)cc1O (stereo not given)	-12	12	2.5	2.2	-4	-2.0	-8	-1	-1.1	-23
COc1ccc(C[C@H]2COC(=O)[C@@H]2Cc2ccc(OC3OC(CO)C(O)C(O)C3O)c(OC)c2)cc1OC (stereo not given in full)	-20	20	nt	1.1	-9	1.2	-6	nt	0.2	-2
Oc1cc2c(cc1O)[C@H]1c3ccc(O)c(O)c3OC[C@@]1(O)C2	-15	15	4.3	9.8	-13	5.1	9	-25	0.3	nt
Cc1cncn1CCc1nc2c3ccccc3nc(SCC(=O)Nc3cccc(Cl)c3)n2n1	6	-6	5.1	2.8	7	-4.0	-7	nt	-5.7	-4
NOCC(=O)O	11	-11	0.7	-2.5	2	0.1	16	0	-0.8	-2
CCN(CC)CCOC(=O)c1ccc(N)cc1	-25	25	3.8	-2.4	12	-2.5	3	0	-0.2	11
Oc1ccc(C2CNCCc3c2cc(O)c(O)c3Cl)cc1 (stereo not given)	-20&12	20&-12	4.0&3.5	-0.2&1.6	7&-8	1.8&3.2	1&14	-3&-4	0.3&0.9	-2&-3
COc1ccc(-c2cc(=O)c3c(O)cc(O[C@@H]4O[C@H](CO[C@@H]5O[C@@H](C)[C@H](O)[C@@H](O)[C@H]5O)[C@@H](O)[C@H](O)[C@H]4O)cc3o2)cc1O	0	0	2.7	-1.6	5	-0.9	-5	0	-7.3	2
CCc1ccc(CCOc2ccc(CC3SC(=O)NC3=O)cc2)nc1 (stereo not given)	-17	17	4.1	2.3	5	2.2	-4	17	-0.3	1
Cc1ccc(=O)n(-c2ccccc2)c1	-16	16	5.0	-0.6	7	0.8	?	0	-0.3	-5
COC(=O)C1=CO[C@@H](O[C@@H]2O[C@H](CO)[C@@H](O)[C@H](O)[C@H]2O)C2C1C[C@H](O)[C@@H]2C (stereo not given in full)	-7	7	-0.6	-0.1	-4	-1.4	-24	3	-0.1	0
